Keap1-Nrf2 PPI = Keap1-Nrf2 protein-protein interaction inhibitors, primary screen, biochemical, fluorescence polarization, single point. Kelch-like ECH-associated protein 1 (Homo sapiens), Q14145. Keap1 Kelch-Nrf2 peptide fluorescence polarization, 1536-well. inhibition, % at 9.4 µM. 0.15% of 340,000 active. AID 504523, 2011; in the data active = inhibition above about 12%;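 also: human Keap1 Kelch domain with fluorescein labeled Nrf2 9mer peptide probe; 0% = neutral control wells and 100% = peptide positive control; higher means more block of Keap1 binding to Nrf2 peptide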
PKA-R2B act = activators of PKA-R2B holoenzyme, primary screen, biochemical, fluorescence polarization, Cy5-IP20, human; 0.079% of 340,000 active; PKA-R2B holoenzyme dissociation; R2B truncated from residue 108, S112A mutant; 0% DMSO only, 100% 113 µM cGMP; cAMP-dependent protein kinase catalytic subunit beta (Homo sapiens) + cAMP-dependent …; activation, % at 11.4 µM;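 active = activation above a cutoff set at the mean over all compounds plus 3 SD, cut at about 18% in these data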;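 also: higher means more holoenzyme dissociation and a rise in polarization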
Target sequence (P31323 whole entry, looked up, other chains not shown, the tested form may be a part): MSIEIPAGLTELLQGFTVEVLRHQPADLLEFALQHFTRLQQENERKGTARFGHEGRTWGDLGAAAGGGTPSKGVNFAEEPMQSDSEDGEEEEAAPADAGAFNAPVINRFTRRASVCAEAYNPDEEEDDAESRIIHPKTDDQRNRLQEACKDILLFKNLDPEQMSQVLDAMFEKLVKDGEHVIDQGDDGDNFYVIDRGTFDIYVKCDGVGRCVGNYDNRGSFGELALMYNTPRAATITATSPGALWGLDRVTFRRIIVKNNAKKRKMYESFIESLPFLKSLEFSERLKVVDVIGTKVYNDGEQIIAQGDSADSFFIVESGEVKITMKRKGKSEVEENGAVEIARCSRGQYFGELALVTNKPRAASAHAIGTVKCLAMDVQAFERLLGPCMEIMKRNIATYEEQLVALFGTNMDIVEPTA
DAGLB inh = DAGLB lipase inhibitors, primary screen, biochemical, fluorescence, HTS. Diacylglycerol lipase-beta (Homo sapiens), Q8NCG7. inhibition, % at 5.17 µM. 0.059% of 340,000 active. HEK293T DAGLB membrane lysate, EnzChek fluorogenic substrate. AID 504411, 2011; in the data active = inhibition above about 34%;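 also: 0% = enzyme with vehicle and 100% = wells lacking enzyme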
SR-BI uptake up = activators of SR-BI mediated DiI-HDL uptake, primary screen, ldlA[mSR-BI] CHO cells, DiI fluorescence. 0.096% of 320,000 active. 3 h; 100 = double the neutral-control signal. activation, % at 12.5 µM;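 active = mean replicate activation of at least 60% and every replicate at or above 60%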;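 also: 0% = median plate neutral-control signal and 100% = twice that signal; values of inactives mirror those of a sister screen read the other way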
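Assay system: LDL receptor-deficient CHO ldlA cells overexpressing murine SR-BI / Medium: BSA-supplemented, HEPES-buffered Ham's F12, pH 7.4 / Probe or stimulus: DiI-labelled HDL at 10 µg/mL final / Timing: compound with DiI-HDL co-incubation, 3 h at 37 °C / Technique: bottom-read cell fluorescence after medium removal, ex 550/em 595 nm / Measure: HDL uptake via cellular fluorescence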
CAL PDZ FP-1 = CAL PDZ peptide-binding inhibitors, primary screen, biochemical, fluorescence polarization, Cer-tagged CAL PDZ, HTS | Golgi-associated PDZ and coiled-coil motif-containing protein (Homo sapiens), Q9HD26 | purified CAL PDZ, TMR-peptide fluorescence polarization, 1 h | inhibition, % at 20 µM | 0.02% of 330,000 active | AID 504414, 2011;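 active = highest replicate inhibition of at least 40%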;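 also: plate controls were DMSO neutral control wells for no effect and unlabeled competitor peptide control wells for full effect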
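Material: tagged CAL PDZ protein CerCALP, purified; buffer or medium: sodium phosphate/NaCl buffer pH 7.4 with TCEP, IgG, Thesit; also added: fluorescent TMR peptide probe; schedule: 1 h incubation at room temperature before polarization reading; technique: fluorescence polarization from S- and P-plane intensities, G-factor corrected; control set: unlabelled peptide and DMSO controls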
RTF Ca sens inh = cardiac RTF calcium sensitivity inhibitors, primary screen, biochemical, IANBD-TnC fluorescence, EC70 calcium | inhibition, % at 7.15 µM | Troponin I, cardiac muscle (Homo sapiens) + Troponin T, cardiac muscle (Homo sapiens) + … | IANBD-labeled cardiac RTF, Ca2+ fluorescence | AID 493244, 2011 | 0.12% of 340,000 active;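 active = inhibition above the mean inhibition of all tested compounds plus 3 SD, cut at about 17% in these data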;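 also: assay run at fixed EC70 calcium of 1.6 mM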
LANA DNA inh = inhibitors of KSHV C-LANA binding to DNA, primary screen, biochemical, fluorescence polarization, FAM-LBS DNA, MBP-C-LANA, single point. Kaposi's sarcoma herpesvirus LANA C-terminal domain (residues 932-1162) DNA binding. inhibition, % at 9 µM. 0.078% of 340,000 active. AID 504423, 2011;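 active = highest replicate inhibition at or above 60% at 9 µM, even if other replicates fall short; inactive = all replicates below 60% inhibition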;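 also: 0% = neutral control wells and 100% = 4 µM acridine orange control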
CAL PDZ FP-2 = untagged CAL PDZ binding inhibitors, primary screen, biochemical, fluorescence polarization, HTS | Golgi-associated PDZ and coiled-coil motif-containing protein (Homo sapiens), Q9HD26 | purified CAL PDZ, TMR-peptide fluorescence polarization, 1 h | inhibition, % at 24.9 µM | 0.92% of 300,000 active | AID 602252, 2012;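 active = mean inhibition of at least 30% with at least half of replicates also reaching 30%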;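 also: 0% = DMSO neutral control and 100% = excess unlabeled competitor peptide PRC23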
Rtt109 Vps75 = inhibitors of C. albicans Rtt109/Vps75 HAT, primary screen, biochemical, ThioGlo CoA-SH fluorescence, plate reader | Histone acetyltransferase RTT109 (Candida albicans (strain SC5314 / ATCC MYA-2876)), … | purified Rtt109/Vps75, 4 h | inhibition, % at 34.9 µM | 0.16% of 330,000 active | AID 540336, 2011;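 active = inhibition of at least 50% in every replicate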
Target sequence (Q5AAJ8 whole entry, looked up): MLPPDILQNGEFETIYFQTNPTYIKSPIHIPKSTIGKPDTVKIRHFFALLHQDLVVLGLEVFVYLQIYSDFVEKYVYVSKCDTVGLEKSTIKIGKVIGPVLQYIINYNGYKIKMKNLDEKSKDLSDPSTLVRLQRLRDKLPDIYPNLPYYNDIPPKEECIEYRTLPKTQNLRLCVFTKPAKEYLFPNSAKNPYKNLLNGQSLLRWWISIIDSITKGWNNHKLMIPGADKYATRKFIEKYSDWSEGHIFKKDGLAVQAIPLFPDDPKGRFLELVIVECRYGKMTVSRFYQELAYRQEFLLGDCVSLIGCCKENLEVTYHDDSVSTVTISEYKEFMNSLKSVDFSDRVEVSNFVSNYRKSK
cardiac RTF act = cardiac RTF calcium sensitivity activators, primary screen, biochemical, IANBD-TnC fluorescence, EC20 calcium | Troponin I, cardiac muscle (Homo sapiens) + Troponin T, cardiac muscle (Homo sapiens) + … | IANBD-labeled TnC RTF fluorescence at EC20 calcium; 0% EC20 calcium, 100% full calcium | AID 493008, 2010 | activation, % at 7.2 µM | 0.24% of 340,000 active;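 active = activation above the mean over all tested compounds plus 3 SD, cut at about 30% in these data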;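 also: rise in fluorescence read as greater calcium sensitivity of cardiac thin filaments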
* marks the source's active call; other numbers are inactive results; x = no result given. An unsorted share of the library (roughly 1.6% active in at least one column).

SMILES	Keap1-Nrf2 PPI	PKA-R2B act	DAGLB inh	SR-BI uptake up	CAL PDZ FP-1	RTF Ca sens inh	LANA DNA inh	CAL PDZ FP-2	Rtt109 Vps75	cardiac RTF act
Cc1cc2nnc(SCC(=O)NC3CCCCC3)n2c(N)n1	0	-25	-3	3	-1.2	-4	1.1	-3	-3	2
CC(C)N1CCN(Cc2nc(-c3ccccc3)cs2)CC1CCO (stereo not drawn)	-7	-12	-2	12	-1.4	10	1.1	-2	x	-2
CCn1c(=O)cc(OCC(=O)NCCCN2CCC(C)CC2)c2ccccc21	-3	-4	-1	2	-0.7	-4	-0.6	-2	23	1
O=C(COC(=O)c1cc(=O)[nH]c2ccccc12)Nc1ccc(Cl)c(S(=O)(=O)N2CCOCC2)c1	-7	4	-1	-23	-5.4	-5	1.2	-7	10	1
CN(C)CCNC(=S)Nc1ccccc1C(C)(C)C	-3	-6	-1	5	-1.8	5	0.3	0	0	-7
O=C(NCc1nnc2c(C(F)(F)F)cc(Cl)cn12)c1cccs1	0	7	-1	26	-0.3	1	0.2	x	-18	-2
COc1ccc(NC(=O)CCN2C(=O)c3ccccc3C2=O)cc1	1	-3	1	6	-0.6	-6	0.2	-5	9	-4
Cc1nn(C)c(C(=O)NC(=S)Nc2ccc([N+](=O)[O-])cc2)c1Cl	-3	3	1	28	-0.7	-4	-3.0	-3	-1	2
Cc1nn(-c2ccccc2)c2[nH]c(=O)cc(C(F)(F)F)c12	-1	-3	2	x	-3.7	-2	0.0	-2	4	0
O=C(c1cn(-c2ccccc2)nc1-c1cccnc1)N1CCCC(C(F)(F)F)C1 (stereo not drawn)	-3	13	5	-50	-2.7	-5	-6.4	-4	0	-2
CCOc1ccccc1/C=C/c1onc(C)c1S(=O)(=O)N1CCC(C(=O)N2CCCCCC2)CC1	2	2	-14	-92	-0.7	-3	0.9	x	-8	-2
CCOC(=O)c1ccc(N2C(=O)CC(N3CCC(C(N)=O)(N4CCCCC4)CC3)C2=O)cc1 (stereo not drawn)	-5	2	1	-9	-1.2	-3	-0.3	-1	3	0
COC(=O)CCC(=O)OC1(C)C(=O)C=C2C=C(C3CC3)N(CC3CC3)C=C2C1=O (stereo not drawn)	-4	-4	-1	35	0.4	-5	4.5	22	4	3
O=C(COC(=O)c1ccco1)NCC1CCCCC1	0	-4	-1	0	-0.1	13	2.1	9	-2	1
CCC(=O)c1ccc(OCC(=O)OCC(=O)NC2CCCCCCC2)cc1	-1	-15	1	6	-0.3	2	-0.5	-3	-6	-4
CCOC(=O)C1(Cc2cccc(OC)c2)CCN(Cc2ccc(OC)c(O)c2)CC1	2	3	0	3	-3.4	1	2.7	-2	9	4
COc1ccccc1C(=O)NCC(=O)OCC(=O)c1ccc(Cl)s1	0	-12	-2	6	-2.7	-32	-1.3	-2	3	4
O=C(O)c1cccc(S(=O)(=O)Nc2ccccc2C(=O)NCCc2ccccc2)c1	2	-15	0	5	-2.4	4	5.7	-1	15	-6
C=CC[C@H](CC(=O)OC(C)(C)C)C(=O)OC[C@H]1CCCN1C(=O)[C@@H](CC=C)CC(=O)N(CCO)Cc1ccccc1	1	2	-6	-19	0.5	-2	0.6	0	-21	-8
Cc1cccc(Cn2cnc3c(nnn3Cc3ccc(Cl)cc3)c2=O)c1	-7	-13	-2	10	5.5	3	-0.5	x	1	5
NC(=O)c1ccc(NC(=O)CCCN2C(=O)c3ccccc3C2=O)cc1	-2	-4	0	3	-2.8	-1	0.6	-5	-18	-1
COC(=O)CSc1nnc(SCc2ccccc2)s1	-11	-10	-8	7	-0.5	-4	-2.7	19	9	1
O=C(CNC(=O)c1ccc2c(c1)OCCO2)N/N=C/c1ccco1	-5	2	1	-15	-0.1	3	2.4	-4	1	5
NNc1ccccc1C(F)(F)F	7	-13	1	18	-1.3	2	-0.2	0	12	-2
Cc1cc(C)cc(-n2c(C)cc(/C=C3\C(=N)N4N=C(CC(C)C)SC4=NC3=O)c2C)c1	-1	-16	1	-16	-1.6	4	-0.5	-3	4	1
(further entries)
SMILES	Keap1-Nrf2 PPI	PKA-R2B act	DAGLB inh	SR-BI uptake up	CAL PDZ FP-1	RTF Ca sens inh	LANA DNA inh	CAL PDZ FP-2	Rtt109 Vps75	cardiac RTF act
Cc1ccc(NC(=S)N2CCN(CCN3C(=O)c4cccc5cccc(c45)C3=O)CC2)cc1	-2	-8	2	-57	-0.8	4	-0.3	-4	10	-3
Cc1[nH]c(C)c(C(=O)/C=C/c2ccc([N+](=O)[O-])cc2)c1C	-2	-1	8	-45	-1.0	-4	-3.1	-4	0	-2
CC(=O)NCCC(=O)Nc1nc(-c2ccc3ccccc3c2)cs1	-4	-4	3	x	-2.2	-4	-0.9	-4	1	-5
NS(=O)(=O)c1cccc(-n2cnnn2)c1	-2	-5	1	-5	-0.7	-10	-1.6	0	1	4
O=C(CN1CCCc2ccccc21)NC(=O)NCc1ccccc1	1	-9	1	9	-1.4	-6	2.4	13	-8	-6
CCO[C@@H]1OC(C(=O)N2CCN(Cc3ccc4c(c3)OCO4)CC2)=C[C@H](c2ccc(Br)cc2)[C@H]1CCCO	-7	4	1	-5	-0.8	-16	-0.1	0	0	1
NC(=O)c1ccc[n+](Cc2ccccc2)c1	1	4	-3	-15	-0.4	-6	-2.1	0	-1	-1
Cc1cccc(NC(=O)c2cccc3c2-c2ccccc2C3=O)n1	-1	-6	-1	-3	-0.4	-3	-0.1	-6	-5	-3
COc1cc2c(cc1NC(=O)COC(=O)c1ccc(C(C)(C)C)cc1)oc1ccccc12	-1	2	2	4	-1.6	-11	0.6	-3	2	10
Cc1c(Cl)cccc1NC(=O)CSc1sc2c(O)cc(=O)[nH]c2c1C#N	-2	2	9	x	-4.1	2	0.8	-2	1	-1
O=S(=O)(c1ccc(F)cc1)N1CCN(S(=O)(=O)c2ccc3c(c2)OCCO3)CC1	-4	1	-2	-4	-0.4	-6	-0.8	-6	0	-5
CCSc1ncc(Cl)c(C(=O)Nc2sc3c(c2C(=O)NCc2cccnc2)CCCC3)n1	2	2	1	-6	-2.1	2	0.6	0	6	4
CCOC(=O)C1(Cc2ccccc2)CCCN(CCCn2cccn2)C1 (stereo not drawn)	-3	-6	3	-4	-0.6	-7	0.6	-4	-2	12
Cc1cc(C)n(C(C)CC(=O)Nc2ccc3c(c2)OCO3)n1 (stereo not drawn)	-2	-10	0	11	-1.9	2	1.2	-1	3	-2
CCC(=O)c1cn(CC(=O)NCc2cccnc2)c2ccccc12	-5	-2	2	26	-0.4	-11	0.4	2	1	7
CCOc1ccccc1OCCCOc1ccc(C)cc1Br	-1	-1	-11	-13	0.5	-2	-0.5	-1	0	-5
CCOc1ccc(NC(=O)N2CC=C(n3c(=O)[nH]c4ccccc43)CC2)cc1	-1	-4	-7	-29	-0.5	-8	-0.4	-3	9	6
Cc1ccc(NC(=O)CC2S/C(=N/N=C/c3c[nH]c4ccccc34)NC2=O)cc1 (stereo not drawn)	-4	1	3	-56	0.1	-5	1.2	x	16	0
CCOc1ccccc1NS(=O)(=O)c1cc2c3c(c1)C(C)C(=O)N3CCC2 (stereo not drawn)	4	-8	0	2	-3.0	-3	1.3	-2	-12	-8
Cc1ccc(-n2nc3c(=O)n(CC(=O)NC4CCCCC4)nc(C)c3c2C)cc1	-1	1	0	14	-2.3	6	-0.1	-3	0	-6
O=C(Nc1ccncc1)C1CCN(S(=O)(=O)c2cccs2)CC1	1	-7	0	15	-2.2	-6	14	-3	-7	3
Nc1c(Cl)ncnc1NCCO	8	-8	-2	8	0.2	-10	0.3	2	x	-5
O/N=C/c1ccccc1OCc1ccc(Cl)cc1	6	-17	-5	12	0.9	-8	1.0	-2	3	-2
Cc1noc(C)c1CS(=O)(=O)Cc1ccc(Cl)cc1	0	x	x	6	-0.8	x	-0.2	1	-4	x
CN(C(=O)c1cccc(C#N)c1)c1nnc(-c2cnccn2)s1	-1	-7	0	9	x	1	2.2	-4	-6	7
New compounds follow.
SMILES	Keap1-Nrf2 PPI	PKA-R2B act	DAGLB inh	SR-BI uptake up	CAL PDZ FP-1	RTF Ca sens inh	LANA DNA inh	CAL PDZ FP-2	Rtt109 Vps75	cardiac RTF act
CC(=O)Nc1nnc(SCC(=O)N2CCN(Cc3ccccc3)CC2)s1	-4	4	1	2	-1.2	-2	-0.7	1	x	0
COc1ccc(OC)c(N(CC(=O)N2CCCC2)S(C)(=O)=O)c1	3	12	2	18	-0.4	-10	1.6	x	0	8
CS(=O)(=O)c1ncc(Cl)c(C(=O)Nc2ccc(OC(F)F)cc2)n1	-1	-1	-6	3	0.6	-5	-1.1	-11	0	1
CCOC(=O)C1=C(C)OC(N)=C(C#N)C1c1ccc(OC)c(C)c1OC (stereo not drawn)	-4	2	1	14	-0.9	-1	0.1	-2	5	3
O=C(Nc1ccc2[nH]c(=O)[nH]c2c1)c1ccc(Cl)c(Cl)c1	-5	x	x	-4	-0.2	x	0.2	2	-2	x
COC(=O)C1C(=O)CC(C)(O)C(C(=O)OC)C1c1ccccc1F (stereo not drawn)	1	-7	0	-2	-2.6	-4	-0.9	1	-7	-3
O=C1Cc2cc(S(=O)(=O)Nc3cccc([N+](=O)[O-])c3)cc3c2N1CCC3	0	-7	-1	8	-2.8	0	1.4	5	10	-2
COc1ccc(C(C)(C)C)cc1NC(=O)Nc1ccc2c(c1)OCO2	-2	-8	0	x	0.2	-8	-1.4	-1	4	-2
Cc1cc2c(c(=O)n1CC1CCCO1)C(c1ccc3c(c1)OCO3)C(C#N)=C(N)O2 (stereo not drawn)	-8	-10	5	3	-0.3	-7	0.0	0	7	0

Compound activity deposited in PubChem BioAssay by several laboratories.
